Screening results as filed in PubChem BioAssay.
USP2a inh: inhibitors of human ubiquitin-specific protease USP2a; USP2a enzymatic assay, qHTS inhibition; Potency, µM (doses to about 38.3 µM), without a hit: at the top dose activity change, negative = inhibition, hits mostly inhibitors; actives 0.1% (n = 60,000);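 also: potency is read from the fitted curve at half-maximal effect; nearly all actives have a fitted effect of over 60% in size; plate controls were DMSO for no effect and NEM full inhibition control for full effect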
Target sequence (O75604 whole entry, looked up): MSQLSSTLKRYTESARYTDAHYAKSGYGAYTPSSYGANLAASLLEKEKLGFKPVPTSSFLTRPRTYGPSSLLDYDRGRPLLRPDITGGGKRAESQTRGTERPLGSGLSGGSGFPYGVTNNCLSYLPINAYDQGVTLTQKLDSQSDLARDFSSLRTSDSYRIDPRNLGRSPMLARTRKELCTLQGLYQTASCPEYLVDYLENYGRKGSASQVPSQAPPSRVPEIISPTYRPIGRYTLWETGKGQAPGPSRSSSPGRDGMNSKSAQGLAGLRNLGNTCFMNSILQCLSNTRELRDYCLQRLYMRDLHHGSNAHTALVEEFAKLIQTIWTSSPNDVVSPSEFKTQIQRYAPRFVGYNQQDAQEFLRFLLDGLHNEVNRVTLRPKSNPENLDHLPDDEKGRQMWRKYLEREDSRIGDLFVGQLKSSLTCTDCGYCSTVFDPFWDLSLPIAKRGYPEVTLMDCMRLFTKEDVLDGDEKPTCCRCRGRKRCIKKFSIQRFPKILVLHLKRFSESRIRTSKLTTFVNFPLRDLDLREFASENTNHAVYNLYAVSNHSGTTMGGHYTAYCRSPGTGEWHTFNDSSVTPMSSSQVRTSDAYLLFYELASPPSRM
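20 nM USP2 core + cpd, 30 min RT; add 20 nM Ub-PLA2/20 uM NBD C6-HPC; read Ex460/Em535 at 0 h and 2.5 h. Normalized to NEM; qHTS curve fit/classification.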
Caspase-1 inhib: blocks human caspase-1 allosterically or competitively; Caspase-1 enzyme, Ac-WEHD-AFC fluorogenic rate; Potency, µM (top dose mostly 57.5 µM), without a hit: at the top dose activity change, negative = inhibition, most hits filed as inhibitors; actives 0.03% (n = 75,000); AID 900;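 also: potency is read from the fitted curve at half-maximal effect; plate controls were vehicle for no effect and no substrate for full effect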
Target sequence (P29466 120-297 limits assumed): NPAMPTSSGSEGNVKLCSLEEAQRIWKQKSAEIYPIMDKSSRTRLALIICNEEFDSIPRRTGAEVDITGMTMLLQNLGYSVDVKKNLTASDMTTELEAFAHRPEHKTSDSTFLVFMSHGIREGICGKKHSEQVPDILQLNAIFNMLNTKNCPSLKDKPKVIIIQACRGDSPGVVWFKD
Target sequence (P29466 317-404 limits assumed): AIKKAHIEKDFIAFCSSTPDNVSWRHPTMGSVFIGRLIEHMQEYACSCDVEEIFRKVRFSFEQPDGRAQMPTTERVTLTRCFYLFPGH
HEK293 cAMP ctrl: raises cAMP in parental HEK293 cells, TSHR agonist counter-screen; parental HEK293 CNG cAMP sensor, membrane potential fluorescence; actives 2.5% (n = 73,000); AID 938; Potency, µM (top dose mostly 57.1 µM), without a hit: at the highest dose activation, most hits filed as activators; also: potency is read from the fitted curve at half-maximal effect; % of control where 0% means no effect; nearly all actives have a fitted effect of over 55% in size
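Counterscreen for endogenous-receptor signalling: CNG-channel HEK 293 cells report cAMP rise by membrane depolarization. After 60 min dye equilibration with 100 uM RO 20-1724, compounds incubated 30 min before bottom-read fluorescence at 590 nm.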
Caspase-7 inhib: blocks human caspase-7 allosterically or competitively | actives 0.02% (n = 75,000) | recombinant caspase-7, Ac-DEVD-AFC fluorescence rate | Potency, µM (top dose mostly 57.5 µM), without a hit: top-dose activity change, negative = inhibition, hits mostly inhibitors | P55210; active = well fitted inhibition curve with a large enough effect in the main read-out, with a control signal flat, not every such curve was filed as active; inconclusive = small, poorly fitted or top-dose-only effect, or a change in a side signal; also: potency is read from the fitted curve at half-maximal effect; % of control where 0% means no effect
Epigenetic mod: epigenetic GFP locus derepression in mouse cells | Potency, µM (series often up to 46.1 µM), for the others: at the highest dose GFP derepression (activation) | AID 597 | actives 0.09% (n = 68,000) | mouse C127i GFP locus derepression, cytometry, 30 h; also: % of control where 0% means no effect
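Murine C127i mammary cells carrying a silenced, stably integrated CMV-driven GFP reporter were treated with compound for 30 hours at 37 C. After PBS washes, GFP-positive cells were counted by laser-scanning microplate cytometry.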
4-MU autofl: compounds fluorescent in 4-MU spectral region. actives 11% (n = 59,000). max dye-equivalent concentration, M. compound autofluorescence, 340/450 nm, 4-MU equivalents; active compounds read high; in the data active = max dye-equivalent concentration above about 10 nM; inconclusive = mostly about 1.1 nM to 9.6 nM
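Compounds in 100 mM Tris, pH 8.0, sat 15 min at room temperature before fluorescence was read at 340 nm excitation/450 nm emission; a per-plate six-point 4-MU standard curve converted signals to dye-equivalent concentration at each compound concentration.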
BRCT inh green: blocks human BRCA1 BRCT binding to phosphopeptide, green readout; P38398; BRCA1 BRCT-phosphopeptide binding, green fluorescence polarization; Potency, µM (series often up to 76.9 µM), without a hit: top-dose activity change, negative = inhibition, usual class: inhibitors; actives 0.05% (n = 75,000); AID 875;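 also: potency is read from the fitted curve at half-maximal effect; plate controls were peptide without protein for full effect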
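Compounds were incubated for 12 min at room temperature with a complex of 100 nM fluorescein-tagged pBACH1 decapeptide and 250 nM His-tagged BRCT protein. Buffer was phosphate pH 7.3 with EDTA, DTT and Tween 20. Disruption of binding lowers the polarization signal.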
BRCT PPI red: inhibitors of human BRCA1 BRCT-phosphoprotein interaction (red fluorophore); P38398; BRCT-phosphopeptide binding, red fluorescence polarization; Potency, µM (doses to about 76.9 µM), for inactives: top-dose activity change, negative = inhibition, usual class: inhibitors; actives 0.03% (n = 75,000); AID 892; also: % is scaled to controls: 0 for no effect and ±100 for the full control effect
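Fluorescence polarization: 100 nM His-tagged BRCA1 BRCT with 100 nM TAMRA-labelled phospho-BACH1 decapeptide, phosphate buffer pH 7.3 with 150 mM NaCl, DTT, 0.01% Tween 20; 12 min RT. Binding inhibition seen as FP decrease.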
Fluorescein fluor: compound fluoresces in the fluorescein spectral region. Compound autofluorescence, 480/540 nm, fluorescein-equivalent; active compounds read high. max fluorescein-equivalent concentration, M. actives 0.91% (n = 59,000); in the data active = max fluorescein-equivalent concentration above about 10 nM; inconclusive = between about 1.1 nM and that limit
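Values reflect compound autofluorescence, normalized to fluorescein on the same plate and reported at each tested concentration. Conditions: 100 mM Tris pH 8.0, room temperature, 15 min, excitation 480 nm, emission 540 nm.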
A350 autofl: compounds fluorescent in Alexa 350 spectral region | Compound autofluorescence, 340/450 nm, Alexa 350 dye-equivalents; active compounds read high | max dye-equivalent concentration, M | actives 11% (n = 59,000); in the data active = max dye-equivalent concentration above about 10 nM; inconclusive = mostly about 1.1 nM to 9.6 nM
UbGFP stabilizer: inhibits proteasome, raising ubiquitin-GFP reporter fluorescence; 67,000 tested, under 10 active; Potency, µM (highest dose often 45.9 µM), inactives show top-dose activation (GFP accumulation), usual class: activators; AID 526; Ubiquitin-GFP reporter cells, proteasome inhibition, GFP fluorescence; response scale: untreated = 0%, 10 µM MG-132 = 100%; active = well fitted activation curve with a large enough effect, not every such curve was filed as active; inconclusive = small, poorly fitted or top-dose-only effect, or another doubt; inactive = no such curve, though single readings can be large or run the other way; also: potency is read from the fitted curve at half-maximal effect
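U2OS Ub(G76V)-GFP reporter; O/N plating, 0.5% FBS; cpd 46 uM–2.9 nM, 4 h, 37 °C; GFP+ cell count, 488/515 nm; norm. to basal vs 10 uM MG-132; CRC fit.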
Numbers without * were called inactive; i = inactive; ? = inconclusive; . = not tested or not shown; [ ] = another dose, or the depositor's remark. Unless noted, calls follow the shape of the dose curve; as a rule, active = well fitted curve in the direction sought with a large enough effect; inconclusive = small, poorly fitted or top-dose-only effect, or another doubt; inactive = no such curve, though single readings can be large; an effect the other way counts as inactive or inconclusive.

SMILES	USP2a inh	Caspase-1 inhib	HEK293 cAMP ctrl	Caspase-7 inhib	Epigenetic mod	4-MU autofl	BRCT inh green	BRCT PPI red	Fluorescein fluor	A350 autofl	UbGFP stabilizer
COc1ccccc1S(=O)Cc1ccc(C(=O)NC2CCCC2)o1 (stereo not drawn)	.	2%	2%	-3%	.	.	-2.1%	-1.2%	.	.	6%
COC(=O)CCCC(=O)N1CCOCCN(C(=O)CCCC(=O)OC)CCOCC1	-11%	3%	0%	-2%	-3%	i	0.4%	-1.3%	i	i	3%
CC(=O)N1CCc2cc(Br)cc(S(=O)(=O)NCc3ccccn3)c21	-6%	2%	-2%	4%	9%	i	-1.5%	-0.4%	i	i	-10%
O=C(Cn1ncn2cccc2c1=O)N1CCCCC1	.	-1%	-9%	1%	.	.	-1.7%	-0.7%	.	.	.
CCOC(=O)c1[nH]c(C)c(C(=O)NCCC2=CCCCC2)c1C	10%	0%	14%	1%	9%	i	-1.2%	-2.2%	i	i	-3%
Cc1ccc(C(=O)NCC2CCCO2)o1 (stereo not drawn)	-7%	-1%	-1%	1%	2%	i	-1.1%	-0.8%	i	?	-1%
CCn1nc(C)c(NC(=O)c2cc(Br)ccc2Cl)c1C	.	-2%	28%	-1%	.	.	-0.4%	2.2%	.	.	.
O=C(c1ccc(NS(=O)(=O)c2cccs2)cc1)N1CCCCC1	-8%	2%	0%	-3%	1%	i	0.0%	0.2%	i	i	-11%
CNc1nc(-c2ccccc2CN(C)C)nc2ccccc12	15%	-3%	?	0%	0%[9.22 µM]	i	-1.4%	-0.6%	i	i	3%
COc1cccc(/C=N/n2cncn2)c1OCC#N	-2%	-1%	4%	-1%	-3%	?	-1.0%	-1.7%	?	?	-12%
CN(C)CCC(c1ccc(Cl)cc1)c1ccccn1 (stereo not drawn)	.	-2%	18%	0%	.	.	1.0%	0.0%	.	.	.
O=C(c1ccc(C#Cc2ccccc2)o1)N1CCN(c2ccccn2)CC1	-7%	-4%	?	-7%	2%	i	-1.0%	-1.0%	i	i	-5%
c1ccc(Nc2n[nH]nc2-c2ccccc2)cc1	-5%	0%	-1%	0%	-2%	.	-0.9%	-1.0%	.	.	9%
CC1Cc2ccccc2N1C(=O)CSc1nnnn1-c1ccc2c(c1)OCCO2 (stereo not drawn)	33%[activator]	1%	18%	1%	0%	i	-0.2%	-1.3%	i	i	-3%
O=C(NCc1ccc(Cl)c(Cl)c1)c1ccco1	11%[7.66 µM]	0%	7%[11.4 µM]	0%	5%	.	-1.0%	0.5%	.	.	?
COC(=O)c1ccc(CSc2nccn2C)cc1	-7%	-3%	13%	-4%	5%	i	-0.1%	-1.3%	?	i	2%
CCCc1cc(N2CCCC(C(=O)Nc3c(OC)cccc3OC)C2)n2ncnc2n1 (stereo not drawn)	.	0%	-1%	2%	9%	i	-1.9%	-0.3%	i	i	4%
O=C(Nc1ccccc1N1CCCCC1)c1ncoc1-c1ccc(F)cc1	-5%	0%	5%	-2%	-3%	1.2e-08M*	0.4%	0.6%	?	1.4e-08M*	-1%
CCCCn1nnnc1SCC(=O)Nc1ccc2c(c1)OCO2	26%	-2%	14%	0%	1%	i	0.5%	-0.7%	i	i	0%
O=c1cnc2cnc(Nc3ccccc3)nc2n1Cc1cccs1	105%[activator]	?	13µM*	-27%	1%[9.22 µM]	i	6.6%	-0.9%	i	i	-3%
CCOC(=O)C1CCCN(CCC(=O)Nc2ccc3c(c2)CCC3)C1 (stereo not drawn)	-1%	0%	22%	-1%	-4%	i	-3.4%	-0.7%	i	i	-2%
Cc1csc(NC(=O)C2CCCCC2C(=O)O)n1 (stereo not drawn)	-5%	-1%	-5%	-1%	-2%	.	-1.1%	-0.4%	.	.	25%
Cc1cc(C)c2c(n1)nn1c(NCCN3CCOCC3)cc(C)nc21	2%	?	8%	?	-3%	4.9e-06M*	-0.6%	0.8%	?	5.7e-06M*	-3%
O=C(c1cn(CC(=O)N2CCCC2)c2ccccc12)C1CCCCC1	19%	-1%	?	0%	-3%	i	-1.1%	-2.9%	i	i	-1%
O=C1NCN(c2ccccc2)C12CCN(c1nnnn1-c1ccccc1)CC2	27%	-2%	13%	-1%	4%	i	-3.0%	-0.6%	?	i	-1%
C=CCn1c(C)c(C(C)=O)c(SC)nc1=S	-4%	-1%	2%	-3%	0%	.	-1.6%	-0.1%	.	.	-8%
COc1ccc(C)c(Cn2c(-c3nonc3N)nc3ccccc32)c1	23%	-4%	25µM*	-2%	4%	i	0.1%	0.4%	i	i	4%
COC(=O)[C@@H]1[C@@H]2C[C@H]3c4[nH]c5ccccc5c4CCN3C[C@@H]2CC[C@@H]1OS(=O)(=O)O	.	-1%[11.5 µM]	1%[11.4 µM]	-3%[11.5 µM]	9%[9.22 µM]	?	-1.2%[15.4 µM]	-2.1%[15.4 µM]	?	?	-9%[9.17 µM]
COC(=O)[C@@]1(Cc2ccccc2)C=C[C@@H](C)N1C(C)=O	.	-1%	3%	-1%	.	.	-2.7%	-1.7%	.	.	.
Cc1nc2c(-c3ccc(F)cc3)c(C)nn2c(N2CCOCC2)c1C	0%	-1%	-3%	-5%	3%	i	-2.6%	0.0%	i	i	2%
Cc1cc(=O)[nH]c(N2CCN(Cc3ccccc3)CC2)n1	0%	0%	?	1%	6%	i	-2.2%	-1.3%	i	i	-6%
CCN(CC)C(=O)CSc1ncnc2c1cnn2Cc1ccccc1	2%	0%	14%	-1%	3%	1.1e-08M*	-0.1%	-0.7%	i	1.4e-08M*	-3%
Cc1c(/C=N/n2cnnc2)c2ccccc2n1CCOc1ccccc1	29%	-4%	?	-2%	-2%	.	4.0%	-0.8%	.	.	10%
COc1ccc(C)cc1S(=O)(=O)N(CC(N)=O)Cc1ccccc1	7%	-4%	2%	0%	8%	i	1.0%	0.4%	?	?	-1%
CC(C)C(=O)Nc1c2c(nc3c1CCC3)CCCC2	0%	0%	6%	0%	0%	i	-2.2%	-0.5%	?	i	5%
Cc1cc(NCCCN2CCOCC2)n2nc(C)c(-c3ccc(F)cc3)c2n1	215%[activator]	2%	2%	-2%	-2%	?	-3.4%	-0.7%	?	?	1%
COc1ccc(S(=O)(=O)N(CC(=O)N2CCN(C)CC2)c2ccccc2)cc1OC	2%	0%	2%	-1%	1%	i	-1.4%	0.1%	i	i	1%
CCOC(=O)c1sc(NC(=O)c2cc3c(C)nn(-c4ccccc4)c3s2)nc1C	-1%	4%	19%	-1%	-1%	i	-1.1%	1.5%	?	i	-1%
O=C(CSc1ccccc1)Nc1cccnc1	-3%	1%	5%	2%	3%	i	-2.6%	0.6%	i	i	2%
COc1cc(OC)c(C2=NOC(C(=O)O)C2)cc1Cl (stereo not drawn)	3%	1%	1%	0%	-3%	i	0.3%	1.5%	i	i	15%
Cc1cc(Nc2ccc3c(c2)OCCO3)n2nc(C)nc2n1	.	0%	?	-2%	-5%	.	-1.5%	0.5%	.	.	-3%
COC(=O)[C@H](C)NC(=O)C/C=C\[C@@H](C)[C@@H](CO)OC	.	-1%[11.5 µM]	4%[11.4 µM]	1%[11.5 µM]	.	.	-0.6%[15.4 µM]	2.1%[15.4 µM]	.	.	.
O=C(Nc1cccc(-c2nnc(-c3ccccc3)o2)c1)C1CCCCC1	31%[activator]	4%	?	-1%	-2%	i	0.3%	-0.4%	?	i	-1%
CCOC(=O)c1ccccc1NS(=O)(=O)c1ccc(S(=O)(=O)N2CCCC2)cc1	14%	-2%	8%	-1%	0%	i	2.8%	0.2%	i	i	1%
Cc1cccc(NC(=O)C2CCN(S(=O)(=O)c3cccc4nsnc34)CC2)n1	8%	-2%	2%	2%	-1%	3.2e-08M*	0.1%	-4.2%	i	3.1e-08M*	-2%
CCOCC(=O)Nc1nc2c(s1)C(=O)CC(C)(C)C2	.	1%	?	-2%	0%	.	-0.8%	0.3%	.	.	4%
CCCc1cc(C(=O)Nc2cccc(Cl)c2)no1	.	-2%	22%	-1%	-3%	.	-2.2%	-1.8%	.	.	-6%
CCn1c(=O)c(C(=O)NCc2ccc(OC)c(OC)c2)c(O)c2ccccc21	.	-3%	?	1%	1%	i	-0.1%	1.0%	i	i	-5%
COc1cc(C(=O)OC(C)CN2CCOCC2)cc(OC)c1OC (stereo not drawn)	-3%	0%	?	-1%	-2%	i	-1.4%	-0.3%	?	i	0%

Another view of some results above:
| canonical_smiles | USP2a inh | Caspase-1 inhib | HEK293 cAMP ctrl | Caspase-7 inhib | Epigenetic mod | 4-MU autofl | BRCT inh green | BRCT PPI red | Fluorescein fluor | A350 autofl | UbGFP stabilizer |
| --- | --- | --- | --- | --- | --- | --- | --- | --- | --- | --- | --- |
| COc1ccc(S(=O)(=O)N(CC(=O)N2CCN(C)CC2)c2ccccc2)cc1OC | 2% | 0% | 2% | -1% | 1% | i | -1.4% | 0.1% | i | i | 1% |
| CC(C)C(=O)Nc1c2c(nc3c1CCC3)CCCC2 | 0% | 0% | 6% | 0% | 0% | i | -2.2% | -0.5% | ? | i | 5% |

Only part of the results is shown (hit frequency here may not be typical).
